DYRK1A inh: blocks rat Dyrk1A kinase activity | actives 0.43% (n = 310,000) | ADP-Glo luminescence, NFATc1 peptide | inhibition, % at 12.5 µM | Q63470; in the data active = inhibition above about 50%;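 also: plate controls were vehicle with enzyme for no effect and no enzyme for full effect; many of its hits are not listed in these tables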
TRPC4 agonist: opens the mouse TRPC4 cation channel; Q9QUQ5; HEK293 TRPC4beta/mu-opioid, Fluo4 calcium fluorescence; stronger effect = higher value; B-score at 10 µM; actives 0.49% (n = 310,000); AID 2237;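 active = B-score above 5 SD of library B-scores, and initial fluorescence ratio not above library mean plus 5 SD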;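 also: positive B-score marks a calcium rise read as TRPC4 activation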
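Incubation: 45 min room-temperature Fluo4 loading, 110 s read / System: HEK293 cells stably co-expressing mouse TRPC4beta and mu-opioid receptor / Signal: Fluo4 fluorescence, kinetic / Control set: buffer (low) and maximal DAMGO (high) / Measure: integrated baseline-normalised fluorescence ratio, converted to per-well B score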
HDAC3 inhib: human HDAC3 inhibition | O15379 | recombinant HDAC3, fluorogenic peptide/trypsin coupled, fluorescence | inhibition, % at 8.3 µM | actives 0.15% (n = 320,000); in the data active = inhibition above about 26%, passing the limit was not always enough
TRPC4 PAM: allosteric potentiators of mouse TRPC4 channel. Q9QUQ5. HEK293 TRPC4beta/mu-opioid, DAMGO EC20, Fluo-4 Ca2+ flux; stronger effect = higher value. B-score at 10 µM. actives 0.42% (n = 310,000);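 active = B-score of calcium response area above 5 SD of library B-scores, with initial fluorescence ratio within 5 SD of library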;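 also: B-score of integrated fluorescence ratio over time as area under calcium response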
KCNQ1 pot: potentiates or activates the human KCNQ1 potassium channel; CHO-K1 KCNQ1, thallium flux FluxOR fluorescence; stronger effect = higher value; B-score at 10 µM; actives 0.35% (n = 310,000);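 active = fluorescence ratio B-score, a plate-corrected score, at least three library SD, with initial intensity B-score within 5 SD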
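Doses: Single concentration per compound, DMSO matched to controls | Test system: KCNQ1-transfected CHO-K1 cells | Timing: 90 min dye loading and 20 min compound exposure, both at room temperature | Measured by: Kinetic FluxOR thallium fluorescence, 10-s 1-Hz baseline, 110-s post-stimulus read | Medium: Assay buffer with matched DMSO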
KCNQ1 inh: inhibitors of human KCNQ1 potassium channel; B-score at 10 µM; actives 1.3% (n = 310,000); P51787; CHO-K1 KCNQ1, FluxOR thallium flux fluorescence; stronger effect = higher value;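 active = compounds whose thallium flux B-score, printed positive for inhibition, exceeds three library SD while starting fluorescence stays within three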;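 also: channel opened by potassium depolarization with thallium stimulus after 20 min compound exposure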
TMEM16A act: activates or potentiates the mouse TMEM16A chloride channel. actives 0.3% (n = 340,000). B-score at 10 µM. HEK293 TMEM16A/YFP-H148Q/I152L, iodide quench fluorescence; stronger effect = lower value. Q8BHY3;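 active = fluorescence-ratio B-score plate-corrected deviation score at least 3 library SD below zero, with starting fluorescence score within 5 deviations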;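 also: channel opened by trigger with iodide after compound preincubation; score built on the fluorescence ratio of max minus min over baseline; more negative score means more quench and so TMEM16A activation or potentiation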
Target sequence (Q8BHY3 whole entry, looked up): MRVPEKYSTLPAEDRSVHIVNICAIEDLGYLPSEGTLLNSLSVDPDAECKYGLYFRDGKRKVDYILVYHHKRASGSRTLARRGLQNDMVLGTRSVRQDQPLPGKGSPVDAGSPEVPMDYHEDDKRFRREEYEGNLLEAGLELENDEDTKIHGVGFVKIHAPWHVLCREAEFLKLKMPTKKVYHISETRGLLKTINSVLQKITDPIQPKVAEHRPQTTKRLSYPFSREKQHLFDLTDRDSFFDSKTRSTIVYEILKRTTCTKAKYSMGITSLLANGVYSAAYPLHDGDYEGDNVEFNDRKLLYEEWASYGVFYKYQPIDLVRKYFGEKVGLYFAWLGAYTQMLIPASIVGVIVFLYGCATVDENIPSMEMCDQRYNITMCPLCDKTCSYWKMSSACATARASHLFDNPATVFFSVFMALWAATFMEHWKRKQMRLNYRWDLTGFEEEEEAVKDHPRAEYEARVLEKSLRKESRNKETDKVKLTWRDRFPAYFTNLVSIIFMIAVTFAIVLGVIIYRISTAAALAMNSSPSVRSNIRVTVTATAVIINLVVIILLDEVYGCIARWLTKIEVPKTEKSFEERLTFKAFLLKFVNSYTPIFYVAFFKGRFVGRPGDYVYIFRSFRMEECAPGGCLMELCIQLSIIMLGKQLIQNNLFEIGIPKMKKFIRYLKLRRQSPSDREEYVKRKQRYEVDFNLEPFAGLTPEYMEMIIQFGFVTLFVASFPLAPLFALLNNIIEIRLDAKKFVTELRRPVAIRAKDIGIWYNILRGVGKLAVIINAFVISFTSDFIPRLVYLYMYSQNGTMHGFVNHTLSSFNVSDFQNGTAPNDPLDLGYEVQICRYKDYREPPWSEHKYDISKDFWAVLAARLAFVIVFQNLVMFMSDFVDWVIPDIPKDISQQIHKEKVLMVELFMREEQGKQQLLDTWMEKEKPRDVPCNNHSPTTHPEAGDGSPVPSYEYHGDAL
ANO1 block: mouse TMEM16A channel inhibition, primary screen; actives 1.2% (n = 310,000); normalized B-score (activity score, 25-100; higher = stronger inhibition) at 10 µM; HEK293 TMEM16A/YFP iodide influx fluorescence, ionomycin; Q8BHY3; AID 588511;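 active = ratio plate-corrected score three or more library SD toward inhibition, starting fluorescence score within five deviations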;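 also: score derived from kinetic fluorescence span divided by baseline fluorescence per well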
hERG rescue: hERG (human) protection from proarrhythmic block; Q12809; CHO-hERG, FluxOR thallium flux, dofetilide IC70 present; activation (rescue from dofetilide block), less the hit threshold, % at 10 µM; actives 0.51% (n = 310,000); AID 1511;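 active = activation above the mean of controls blocked by dofetilide plus 5 SD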;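 also: thallium influx through hERG after potassium depolarization seen as dye fluorescence rise; in these data hits start at about 4.7%; inactives centre near -7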
KCNK9 inh: human KCNK9 channel inhibition; B-score at 10 µM; actives 1.2% (n = 310,000); HEK293 KCNK9, FluxOR thallium flux fluorescence; stronger effect = lower value; AID 488922; Q9NPC2;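 active = ratio B-score over 3 SD below the library mean, with starting fluorescence within 5 SD of its mean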;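 also: negative B-score means less thallium flux so channel inhibition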
KCNK3 inh: human KCNK3 channel inhibition, primary screen. AID 602410. O14649. CHO-KCNK3 thallium flux, FluxOR fluorescence; stronger effect = lower value. actives 0.84% (n = 340,000). B-score at 10 µM;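 active = B-score under library mean minus 4 SD, starting fluorescence ratio at most library mean plus 5 SD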;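 also: more negative B-score means stronger inhibition of thallium flux through KCNK3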
Active calls of the source: *; i = inactive; / = not tested or not shown. A portion of the library; the hit share may differ from the screen's.

Results follow in this order: TRPC4 PAM, TMEM16A act, DYRK1A inh, ANO1 block, KCNQ1 inh, KCNQ1 pot, KCNK3 inh, hERG rescue, HDAC3 inhib, TRPC4 agonist, KCNK9 inh
O=c1c(-c2ccc(Cl)cc2)[n+]([O-])c2ccccc2n1OCc1nc2ccccc2[nH]1
    i, i, 4, i, i, i, i, -4, 3, i, i
O=[N+]([O-])c1ccc(Cl)c2cccnc12
    i, i, 0, i, i, i, i, -2, 9, i, i
Cc1cccc(NS(=O)(=O)c2cccc3cccnc23)n1
    i, i, 8, i, i, i, i, -1, 14, i, i
CCOc1ccccc1-c1nn2c(Cc3ccccc3)nnc2s1
    i, i, 0, i, i, i, i, -12, 3, i, i
COc1cc2c(cc1OC)C(C(=O)Nc1ccccn1)C(c1cccnc1)N(C)C2=O (stereo not drawn)
    i, i, -1, i, i, i, i, -11, 3, i, i
COc1ccccc1Cn1c(=S)[nH]c2cc(C(=O)NCCN(C)C)ccc2c1=O
    i, /, 1, i, i, i, i, -3, 10, i, i
O=C(Nc1ccc(Br)cc1Cl)NC1CC1
    i, i, 2, i, i, i, i, -10, -3, i, i
COc1cccc(C(N)=O)c1
    i, i, /, i, i, i, i, -2, -1, i, i
CCOC(=O)C(=O)Nc1ccc(Oc2ccccc2)cc1
    i, i, /, i, i, i, i, -1, 1, i, i
O=C(Nc1cc(Cl)ccc1N1CCOCC1)c1ccco1
    i, i, /, i, i, i, i, -6, 6, i, i
CCc1cccc(OCC(=O)Nc2ccc(S(=O)(=O)Nc3ccccn3)cc2)c1
    i, i, -3, i, i, i, i, -8, -2, i, i
O=C(CCc1ccccc1)Nc1ccncc1
    i, i, 0, i, i, i, i, 0, 3, i, i
O=C(OCCN1CCN(c2ncc(C(F)(F)F)cc2Cl)CC1)c1ccc(Cl)cc1
    i, i, 5, 100*, i, i, i, -10, -2, i, i
Cc1[nH]n(-c2nc(-c3ccc(Cl)cc3)cs2)c(=O)c1N=Nc1ccc(O)cc1
    i, i, -5, i, 8*, i, i, -8, -9, i, i
Clc1ccc(CCNc2ncnc3c2nnn3Cc2ccccc2)cc1
    i, i, -2, i, i, i, i, -7, -4, i, i
O=C(c1ccc([N+](=O)[O-])s1)N1CCN(c2ccc(C(F)(F)F)cn2)CC1
    i, i, 2, i, i, i, i, -3, -3, i, i
CN1C[C@@H]2C(c3ccc(Cl)nc3)C3(c4ccc(C#N)cc4)CC2(C3)[C@H]1c1ccccc1 (stereo partly drawn)
    i, i, 2, i, i, i, i, -15, 1, i, i
CCc1ccc(S(=O)(=O)NCc2cccnc2)cc1
    i, i, 10, i, i, i, i, -4, 3, i, i
O=C(/C=C/c1ccccc1)NCCS(=O)(=O)N1CCN(c2ccccc2F)CC1
    i, i, 2, i, i, i, i, -10, -4, i, i
Cc1cc(C)n2nc(SCC(N)=O)nc2n1
    i, i, -1, i, i, i, i, -5, -6, i, i
CCOC(=O)c1nonc1NC(C)=O
    i, i, 3, i, i, i, i, -7, 7, i, i
COc1ccc(OC)c(CN2CCN(C(=O)c3cccc4ccccc34)CC2)c1
    i, i, -2, i, i, i, i, -3, 2, i, i
CC(C)c1cccc(OCCN2CCCC2)c1
    i, i, 12, i, i, i, i, -4, -4, i, i
Cc1cc(SCC(=O)OCC(=O)NCc2ccc3c(c2)OCO3)c(C)cc1Br
    i, i, 1, i, i, i, i, -9, 2, i, i
CCOc1ccc(NC(N)=O)cc1OCC
    i, i, 0, i, i, i, i, -4, -7, i, i
CN(CC(=O)N1CCc2ccccc21)S(=O)(=O)c1ccc(Cl)cc1
    i, i, -1, i, i, i, i, -7, -1, i, i
O=C1c2cccc3c([N+](=O)[O-])ccc(c23)C(=O)N1Cc1cccnc1
    i, i, -1, /, i, i, i, -20, /, i, i
CCOc1ccccc1NC(=O)CSc1nnc(CNC(=O)c2ccco2)o1
    i, i, -3, i, i, i, i, -5, -1, i, i
CC(=O)OCCCN1C(=O)c2ccc(Br)cc2C1=O
    i, i, 9, i, i, i, i, -5, -2, i, i
Cc1cc(F)ccc1S(=O)(=O)NCC1CC2CCC1C2 (stereo not drawn)
    i, i, -1, i, i, i, i, -6, 1, i, i

As entered above.
Reading of `O=C(OCCN1CCN(c2ncc(C(F)(F)F)cc2Cl)CC1)c1ccc(Cl)cc1` in hERG rescue: -10
Reading of `CCOc1ccccc1NC(=O)CSc1nnc(CNC(=O)c2ccco2)o1` in hERG rescue: -5

One compound at a time (already shown).
Entry for CCOc1ccc(NC(N)=O)cc1OCC → TRPC4 PAM: i; TMEM16A act: i; DYRK1A inh: 0; ANO1 block: i; KCNQ1 inh: i; KCNQ1 pot: i; KCNK3 inh: i; hERG rescue: -4; HDAC3 inhib: -7; TRPC4 agonist: i; KCNK9 inh: i
Entry for O=C(CCc1ccccc1)Nc1ccncc1 → TRPC4 PAM: i; TMEM16A act: i; DYRK1A inh: 0; ANO1 block: i; KCNQ1 inh: i; KCNQ1 pot: i; KCNK3 inh: i; hERG rescue: 0; HDAC3 inhib: 3; TRPC4 agonist: i; KCNK9 inh: i

Later entries.
Results follow in this order: TRPC4 PAM, TMEM16A act, DYRK1A inh, ANO1 block, KCNQ1 inh, KCNQ1 pot, KCNK3 inh, hERG rescue, HDAC3 inhib, TRPC4 agonist, KCNK9 inh
CCOC(=O)C1=C(c2ccccc2)N=c2s/c(=C\c3ccco3)c(=O)n2C1c1cccs1 (stereo not drawn)
    i, i, 36, i, i, i, i, -6, -1, i, i
CN(C(=O)CSc1nc(-c2ccc(F)cc2)cs1)C1CCS(=O)(=O)C1 (stereo not drawn)
    i, i, 2, i, i, i, i, -3, -1, i, i
CC1(C)C(=O)OC(/C=C\c2cccc([N+](=O)[O-])c2)C(C)(C)C1=O (stereo not drawn)
    i, i, 4, i, i, i, i, -8, 2, i, i
CCOC(=O)C1=C(C)N(C)C(=O)NC1c1cccc2ccccc12 (stereo not drawn)
    i, i, -4, i, i, i, i, 1, 1, i, i
CCS(=O)(=O)N1Cc2ccccc2CC1C(=O)N(C)Cc1ccc(OC)cc1OC (stereo not drawn)
    i, i, -9, i, i, i, i, -10, 1, i, i
COC(=O)c1ccc(OCCOc2ccc(C(=O)OC)cc2)cc1
    i, i, -2, i, i, i, i, -8, 10, i, i
CC(=O)NC(O)C(=O)c1ccccc1 (stereo not drawn)
    i, i, -3, i, i, i, i, -9, -1, i, i
CC1CCN(C(=O)C2CCN(CC(C)c3ccccc3)CC2)CC1 (stereo not drawn)
    i, i, 7, 25*, i, i, i, -8, 1, i, i
O=C(COC(=O)c1cc2c(s1)CCCCC2)NC1CCS(=O)(=O)C1 (stereo not drawn)
    88*, i, 4, i, i, i, i, -5, -3, i, i
CCn1nc(C)c(CN2CCN(Cc3cccc(OC)c3)C(CCO)C2)c1C (stereo not drawn)
    i, i, -1, i, i, i, i, -14, 2, i, i
CC(C)(C#N)Nc1ccccc1
    i, i, /, i, i, i, i, -5, -3, i, i
CSc1nnc(-c2ccc(F)cc2)o1
    i, i, 2, i, i, i, i, -1, -8, i, i
CCCCSc1nn[nH]n1
    i, i, 2, i, i, i, i, 0, 0, i, i
Cc1cc(-c2ccc(N3CCOCC3)cc2)nc2ccccc12
    i, i, 2, i, i, i, i, -8, -9, i, i
N#CC1=C2N=C(N)c3ccccc3N2C2=C(C(=O)CCC2)C1c1cccc(Cl)c1 (stereo not drawn)
    i, i, 1, i, i, i, i, -12, 1, i, i
COc1cccc(C(=O)Nc2ccc(N(C)C)cc2)c1OC
    i, i, -1, i, i, i, i, -5, 4, i, i
O=C(/C=C/c1ccccc1)NCCc1ccc2c(c1)OCCO2
    i, i, 3, i, i, i, i, -10, /, i, i
COc1ccc(Oc2c(C(F)(F)F)oc3cc(OCC(=O)O)ccc3c2=O)cc1
    i, i, 1, i, i, i, i, -7, 8, i, i
Cc1cc(C2=NNC(=NCCc3ccccc3)SC2)c(C)n1CC1CCCO1 (stereo not drawn)
    i, i, 6, i, i, i, i, -18, 0, i, i
COc1ccc(S(=O)(=O)NCc2ccccn2)cc1Cl
    i, i, 2, i, i, i, i, -6, 0, i, i
O=C(COC(=O)/C=C/c1cn(-c2ccccc2)nc1-c1ccc2c(c1)OCCO2)NC1CCS(=O)(=O)C1 (stereo not drawn)
    i, i, 1, i, i, i, i, -7, 1, i, i
O=S(=O)(Nc1ncnc2scc(-c3ccc(F)cc3)c12)c1cc(F)ccc1F
    i, i, 37, i, 6*, i, i, -19, /, i, i
CCOC(=O)c1ccc(NC(=O)CSc2nc3ncccc3[nH]2)cc1
    i, i, 0, i, i, i, i, -7, 5, i, i
CN(CC(=O)Nc1ccc(Cl)c(Cl)c1)C(=O)/C=C/c1ccc(F)cc1
    i, i, 1, i, i, i, i, -4, 5, i, i
Cc1ccc(S(=O)(=O)N2CCC(C(=O)OCC(=O)N(Cc3ccccc3)C(C)(C)C)CC2)cc1C
    i, i, 21, i, i, i, i, 1, /, i, i
COc1ccc(C(=O)Nc2c(Cl)cc(Cl)cc2C(=O)N2CCOCC2)cc1
    i, i, -52, i, i, i, i, -8, 0, i, i
Cc1nnc(SCc2ccc([N+](=O)[O-])cc2)[nH]c1=O
    i, i, -3, i, i, i, i, -9, 2, i, i
Cc1ccc(N=Cc2c(O)ccc3ccccc23)cc1F
    i, i, 3, i, i, i, i, -14, -3, i, i
NC(=O)CNC(=O)[C@@H]1CC2(CC(c3ccccc3)=NO2)CN1C(=O)c1ccc(Br)cc1 (stereo partly drawn)
    i, i, 5, i, i, i, i, -3, 10, i, i
Cc1ccc(NC(=O)c2oc3c(c2C)C(=O)CC(C)(C)C3)cc1
    i, i, -4, i, i, i, i, -11, 4, i, i
NNC(=O)c1oc2nc(-c3ccco3)cc(-c3ccco3)c2c1N
    i, i, /, i, i, i, i, -20, 2, i, i
CCOC(=O)c1cc(NC(=O)c2ccc(OC)cc2)c(=O)oc1-c1ccccc1
    i, i, -1, i, i, i, i, -6, -3, i, i
Cc1cc(C)c2nc(N(CCCN(C)C)C(=O)c3ccc4c(c3)OCCO4)sc2c1
    i, i, 0, i, i, i, i, -14, 20, i, i
CCOC(=O)C1CN(S(=O)(=O)c2ccc(Cl)cc2)c2cc(S(=O)(=O)CC)ccc2O1 (stereo not drawn)
    i, i, -5, i, i, i, i, -12, 16, i, i
